TrxR1 inh: rat TrxR1 inhibition. O89049. Potency, µM (titrated, usually from 114 µM), for the others: top-dose activity change, negative = inhibition, usual class: inhibitors. 1% of 390,000 active. recombinant rTrxR1, NADPH fluorescence consumption, selenite substrate; note: % is set by controls: 0 for no effect and ±100 for the full control effect; nearly all actives have a fitted effect of over 65% in size
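Rat TrxR1 (90 nM in the dispensed reagent) was pre-reduced with 400 uM NADPH for 5 min at room temperature, then incubated with compound for 15 min. After 400 uM selenite was added, NADPH fluorescence (Ex 340/Em 450 nm) was followed for 8 min.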
12-LOX inh: inhibitors of human 12S-lipoxygenase ALOX12; 1.1% of 580,000 active; purified 12hLO, xylenol orange hydroperoxide absorbance; Potency, µM (top dose mostly 108 µM), inactives show at the highest dose activity change, negative = inhibition, usual class: inhibitors; P18054; note: % is set by controls: 0 for no effect and ±100 for the full control effect
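Hydroperoxide product was detected by ferrous iron/xylenol orange as the 573 to 405 nm absorbance ratio. Arachidonic acid at 40 uM (final) was turned over for 30 min at room temperature by 150 nM human 12hLO, pH 7.0 Hepes buffer, after 15 min compound preincubation.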
RGS4 inhibitor: blocks human RGS4-accelerated GTP hydrolysis; Transcreener GDP fluorescence polarization, RGS4-accelerated GTP hydrolysis; AID 504845; Potency, µM (series often up to 114 µM), for inactives: at the top dose activity change, negative = inhibition, usual class: inhibitors; 0.039% of 390,000 active; note: % is set by controls: 0 for no effect and ±100 for the full control effect; nearly all actives have a fitted effect of over 75% in size; some results filed as inactive show a strong effect at the top dose
Target sequence (P49798 whole entry, looked up): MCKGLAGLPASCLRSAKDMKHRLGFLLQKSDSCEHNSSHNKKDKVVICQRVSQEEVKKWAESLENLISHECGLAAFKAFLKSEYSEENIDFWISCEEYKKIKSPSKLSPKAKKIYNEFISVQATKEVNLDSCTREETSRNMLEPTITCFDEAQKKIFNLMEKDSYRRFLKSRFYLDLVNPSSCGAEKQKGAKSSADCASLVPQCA
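MLSMR compounds (23 nl, pin-transferred) preincubated 10 min at room temperature with a 500nM (2x) first reagent, then RGS4 at 900nM (2x) plus Transcreener GDP mix added; fluorescence polarization (620/688 nm) read before and after 90 min at 30 °C.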
ERG-DNA inh: ERG Ets/DNA interaction inhibition | P11308 | fluorescence polarization, His-ERG Ets domain / labelled DNA | Potency, µM (highest dose often 76.9 µM), for inactives: at the highest dose FP activity, negative = inhibition, hits mostly inhibitors | 0.028% of 370,000 active; active = well fitted inhibition curve with a large enough effect in the polarisation, with a control signal flat; inconclusive = small, poorly fitted or top-dose-only effect, or effect the other way, or a change in a side signal; inactive = no such curve, though single readings can be large or run the other way; the % refers to the polarisation;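 note: polarization taken with two DNA probes labelled with fluorescein and Texas red; % of control where 0% means no effect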
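His-tagged ERG Ets domain (1 uM in the protein solution; 300mM KCl, 50mM Tris-HCl, 1mM EDTA, 1mM DTT, pH 7.5) received compound, then a probe mix of 5 nM fluorescein-DNA and 100nM Texas-615-DNA. Fluorescence polarization was read for both dyes.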
Tb PGK inh: blocks T. brucei phosphoglycerate kinase; PGK/GAPDH coupled, Kinase-Glo luminescence, 60 min; Potency, µM (doses to about 57.5 µM), for inactives: at the highest dose activity change, negative = inhibition, usual class: inhibitors; 0.043% of 380,000 active; AID 602233; note: % is set by controls: 0 for no effect and ±100 for the full control effect; nearly all actives have a fitted effect of over 60% in size
Target sequence (P07378 whole entry, looked up): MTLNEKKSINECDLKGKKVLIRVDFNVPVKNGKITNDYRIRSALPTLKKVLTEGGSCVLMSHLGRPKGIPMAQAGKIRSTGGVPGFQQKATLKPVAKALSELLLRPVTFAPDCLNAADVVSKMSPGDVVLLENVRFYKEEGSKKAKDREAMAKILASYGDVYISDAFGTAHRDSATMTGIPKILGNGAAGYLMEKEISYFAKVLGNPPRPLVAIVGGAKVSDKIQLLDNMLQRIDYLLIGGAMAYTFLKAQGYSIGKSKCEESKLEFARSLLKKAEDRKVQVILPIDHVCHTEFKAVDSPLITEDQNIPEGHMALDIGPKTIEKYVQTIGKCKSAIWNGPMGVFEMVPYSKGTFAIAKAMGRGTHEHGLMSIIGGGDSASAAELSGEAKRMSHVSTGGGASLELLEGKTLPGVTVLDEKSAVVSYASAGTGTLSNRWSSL
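Luminescent ATP detection (Kinase-Glo Plus) follows a 60-minute room-temperature incubation, with wells lacking PGK as controls. Buffer: 100 mM TEA (pH 7.6), 5 mM MgCl2, 0.01% Tween-20. Coupling enzyme GAPDH (100 nM final) supplies unstable 1,3-BPG in-well.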
Pin1 inhibitor: inhibitors of human Pin1; AID 504891; Potency, µM (series often up to 115 µM), inactives show at the top dose activity, negative = inhibition, hits mostly inhibitors; Q13526; 0.009% of 390,000 active; Pin1 FP peptide displacement, HiFluor488, 10 min; active = well fitted inhibition curve with a large enough effect in the polarisation, with a control signal flat, not every such curve was filed as active; inconclusive = small, poorly fitted or top-dose-only effect, or effect the other way, or a change in a side signal; inactive = no such curve, though single readings can be large or run the other way; the % refers to the polarisation; note: % is set by controls: 0 for no effect and ±100 for the full control effect
Target sequence (Q13526 whole entry, looked up): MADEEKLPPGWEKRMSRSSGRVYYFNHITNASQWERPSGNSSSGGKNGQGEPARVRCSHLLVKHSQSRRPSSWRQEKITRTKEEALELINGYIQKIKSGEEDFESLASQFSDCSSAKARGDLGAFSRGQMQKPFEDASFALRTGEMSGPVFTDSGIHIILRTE
HP1b chromo inh: blocks HP1-beta chromodomain binding to methylated histone tails; Potency, µM (series often up to 114 µM), inactives show top-dose activity change, negative = inhibition, hits mostly inhibitors; P83916; AlphaScreen HP1-beta / biotin-H3K9me3 peptide binding; 0.56% of 390,000 active; AID 540317; note: nearly all actives have a fitted effect of over 70% in size; inactives centre near 23
Target sequence (P83916 whole entry, looked up): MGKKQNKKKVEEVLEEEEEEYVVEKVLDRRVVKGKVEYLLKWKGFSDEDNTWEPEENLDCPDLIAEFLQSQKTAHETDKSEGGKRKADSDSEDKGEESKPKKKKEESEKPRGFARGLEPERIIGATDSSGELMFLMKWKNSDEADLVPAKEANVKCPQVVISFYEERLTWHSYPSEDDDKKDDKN
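Compound inhibition of the preformed complex between 50 nM HP1-beta and 50 nM biotinylated H3K9me3 peptide was read by AlphaScreen. Buffer was PBS pH 7.4 with 0.01% Tween-20. Incubations ran 30 min at room temperature, with 10 ug/mL donor/acceptor beads.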
GLS inhibitor: glutaminase GLS (human) inhibition | Potency, µM (highest dose often 45.5 µM), for inactives: at the top dose activity change, negative = inhibition, hits mostly inhibitors | O94925 | GLS enzymatic activity, qHTS titration | 0.21% of 410,000 active; note: % is set by controls: 0 for no effect and ±100 for the full control effect
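Two-point fluorescence kinetic (t0, 30 min RT) for hKGA; glutamate detected via glutamate oxidase–HRP–Amplex Red. Substrate: 1 mM L-glutamine solution; buffer 45 mM KH2PO4, pH 8.2.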
JMJD2A Tudor inh: inhibitors of human JMJD2A Tudor domain; 4.4% of 390,000 active; O75164; AlphaScreen JMJD2A-Tudor / H3K4me3 peptide binding; Potency, µM (series often up to 114 µM), for inactives: top-dose activity change, negative = inhibition, usual class: inhibitors; note: % is set by controls: 0 for no effect and ±100 for the full control effect; nearly all actives have a fitted effect of over 50% in size
Starred values were filed as active, the others as inactive; i = inactive; ? = inconclusive; · = not tested or not shown; [ ] = another dose, or the depositor's remark. Unless noted, calls come from the whole dose curve; as a rule, active = well fitted curve in the direction sought with a large enough effect; inconclusive = small, poorly fitted or top-dose-only effect, or another doubt; inactive = no such curve, though single readings can be large; an effect the other way counts as inactive or inconclusive. Potency is the fitted concentration of half-maximal effect. This is a subset; count on the stated rates, not on these rows.

| RGS4 inhibitor | Pin1 inhibitor | GLS inhibitor | Tb PGK inh | TrxR1 inh | ERG-DNA inh | HP1b chromo inh | JMJD2A Tudor inh | 12-LOX inh | Molecule |
| --- | --- | --- | --- | --- | --- | --- | --- | --- | --- |
| 8.8% | -1.6% | -18.7% | -9.0% | 14.6% | -2.0% | 11.3% | -16.7% | -25.6% | CCOc1ccccc1CNc1nc2nc(C)c(CC(=O)OC)c(=O)n2[nH]1 |
| -2.2% | -9.4% | -5.0% | -1.4% | 21.0%[57.1 µM] | -12.0% | 50.8%[activator] | -10.6% | 0.0% | COC(C[C@H](O)[C@@H](C)[C@@H](O)COCc1ccccc1)OC |
| -11.2%[56.9 µM] | -1.2% | -1.0% | -5.4% | 4.9% | -5.1% | 28.9% | -7.6%[57.1 µM] | ? | CCN(CC)CCNS(=O)(=O)c1ccc(Cl)cc1 |
| 3.1% | 4.5% | 25.0% | -2.3% | ? | -5.7% | 22.5% | 2.1% | 13.1% | COc1ccccc1Oc1c(C)oc2c(CN3CCN(CCO)CC3)c(O)ccc2c1=O |
| -6.1% | ? | 5.9% | -8.3% | -2.1% | -3.7% | 7.0% | ? | -18.2% | CCn1c(O)c(N=NC(=O)c2ccc(CSc3nncn3C)cc2)c2ccccc21 |
| 11.0% | 14.5% | -5.5% | -3.6% | -4.2% | 2.6% | -1.7% | -13.8% | -13.5% | Cc1ccc(S(=O)(=O)N2CCC(C(=O)Nc3ccccc3N3CCCC3)CC2)cc1C |
| 9.5% | -5.9% | 0.2% | -9.8% | 6.4% | 9.9% | -5.1% | -12.3% | 8.4% | COc1cccc(NC(=O)CSc2nnc(NC(=O)C3CCC3)s2)c1 |
| 6.9% | -4.6% | -0.3% | 0.1% | 13.5% | -3.8% | 27.4% | -1.4% | 7.6% | CCOC(=O)c1ccc(COC(=O)CNC(=O)CNC(=O)Cc2ccccc2)cc1 |
| 37.5% | -7.1% | 13.3% | 6.8% | 14.9% | 1.1% | -11.2% | -12.2%[57.1 µM] | 0.0% | Cc1c(NS(=O)(=O)c2cccc(C(=O)NCc3ccc(Cl)cc3)c2)c(=O)n(-c2ccccc2)n1C |
| -22.4% | 15.4% | 8.9% | 16.9% | -1.5% | · | -25.1% | -20.0% | -28.1% | COc1ccc(NS(=O)(=O)c2ccc3nc(COc4ccc(C#N)cc4)[nH]c3c2)cc1 |
| -1.2% | -1.1% | -8.0% | i | 20.6% | 6.7% | 53.8%[activator] | 3.0% | 9.2% | COc1ccc(S(=O)(=O)N(C)C)cc1NC(=O)CN1CCN(C(=O)C2CC2)CC1 |
| 5.6% | -8.1% | 0.2% | 1.5% | 8.3% | -8.4% | 19.9% | -2.1% | 20.6% | Cc1ccc(N2C(=O)N(CC(=O)Nc3cc(F)ccc3C)C(=O)C2C)cc1 (stereo unspecified) |
| -7.8% | -6.6% | 6.3% | -9.7% | ? | 3.6% | ? | -17.4% | 0.0% | CCOC(=O)c1[nH]c(C)c(/C(O)=C2\C(=O)C(=O)N(CCCN(C)C)C2c2cccnc2)c1C (stereo unspecified) |
| 15.3% | 2.7% | 11.4% | 2.2% | 0.4% | 10.1% | 38.0% | -10.0% | 4.8% | CCOc1c2ccc(C(=O)NCc3cc(C(F)(F)F)cc(C(F)(F)F)c3)cc2nn1CCOC |
| 14.8% | 1.0% | 9.8% | -8.2% | 13.9% | -2.2% | 3.1% | -13.8% | 4.0% | CC1=C(c2ccccc2)[N+](=O)C2(CCCCC2)N1[O-] |
| -1.2% | -0.6% | 1.0% | -1.2% | 25.1% | 3.8% | 94.2%[activator] | -5.3% | ? | CCCCCCNC(=O)CNC(=S)N(Cc1cccs1)C1CCCCC1 |
| 9.1% | 9.8% | -11.0% | -3.4% | 5.9% | -3.0% | 33.4% | -7.3% | -17.6% | Cc1ccc(NC(=O)Cn2c(=O)n(Cc3ccc4c(c3)OCO4)c(=O)c3oc4ccccc4c32)cc1C |
| 15.1% | -6.7% | 0.1% | -6.9% | 2.2% | 8.1% | 47.6%[activator] | 6.0% | 1.7% | O=C1COc2ccc(C(=O)COC(=O)CNC(=O)c3ccccc3)cc2N1 |
| -6.8% | -7.5% | -0.6% | 5.6% | 20.1% | -1.6% | 14.9% | -16.0% | -29.9% | Cc1oc2ccc(O)c(CN3CCN(Cc4ccccc4)CC3)c2c1C(=O)Nc1cccc(Cl)c1C |
| -27.9% | -9.0% | 4.6% | 5.4% | 25.7% | 2.5% | 28.0% | -7.6% | -14.9% | CCOC(=O)C1CCCN(C(=O)CCC(=O)Nc2ccc3nc(N4CCOCC4)cc(C)c3c2)C1 (stereo unspecified) |
| ? | 3.3% | 7.1% | 1.5% | 16.6%[57.1 µM] | 0.6% | ? | -18.0%[11.4 µM] | 8.9% | Cc1ccc2[nH]c(=O)c(CN(C)C(=O)c3cccs3)cc2c1 |
| -2.0% | -0.3% | -1.7% | -9.0% | 32.8% | 1.7% | 35.6% | -16.8% | 0.8% | COc1cccc(NC(=O)CCc2c(C)nc3ncnn3c2C)c1 |
| -4.6% | -0.2% | -4.1% | -3.2% | -11.6%[57.1 µM] | 2.5% | 1.7% | -31.0% | -1.2% | C=C1CCN([C@H](C(=O)O)C(C)C)S(=O)(=O)c2ccccc21 |
| 12.4% | -12.9% | -13.8% | -2.3% | 9.2% | -1.7% | 34.2% | -12.3% | -24.0% | CCCCN1CC(c2nc3ccccc3n2CCCCOc2ccccc2C)CC1=O (stereo unspecified) |
| 14.4% | -3.8% | -5.3% | -1.3% | 7.5%[57.1 µM] | 3.5% | 28.6% | -23.4% | 39.7%[activator] | Cc1ccc(NCc2nc(SCC(=O)Nc3ccccc3)n[nH]2)cc1 |
| 22.6% | 2.3% | 4.8% | 3.7% | 18.1% | -11.9% | 17.8% | -5.7% | 12.8% | O=C(c1ccc(Cl)cc1)C1CCN(C(=O)NC2CCCCC2)CC1 |
| ? | 7.1% | -3.7% | -5.0% | 31.6µM* | -0.5% | -35.3% | 39.8µM* | ? | N#CC(C#N)=NNc1ccc(S(=O)(=O)N2CCCCC2)cc1 |
| -0.1% | -11.5% | 6.0% | -6.2% | 14.4% | -0.9% | 33.5% | -9.6% | -7.9% | C[C@]12c3[nH]c4ccccc4c3CCN1C(=O)C(CC(=O)NCCN1CCOCC1)C[C@@H]2C(=O)N1CCCCC1 (stereo partly specified) |
| 24.0% | -16.9% | 0.2% | -7.1% | 32.5%[activator][57.1 µM] | 8.6% | 9.7% | 0.0% | 1.6% | C=CCNS(=O)(=O)c1ccc(OCC(=O)OCC)cc1 |
| 8.2% | 1.2% | -28.9% | -1.8% | 24.2% | -2.9% | 70.6%[activator] | 28.0% | 10.3% | CCCn1c2ccccc2c2cnn(CC(=O)NCCCN3C(C)CCCC3C)c(=O)c21 (stereo unspecified) |
| 0.4% | 2.2% | 21.2% | 10.5% | -13.4% | -2.0% | 9.1% | -34.5% | ? | COc1ccc(NS(=O)(=O)c2cccc(C(=O)NCC(c3ccc(OC)cc3)N3CCCCC3)c2)cc1 (stereo unspecified) |
| 20.0% | 1.1% | 3.1% | 1.0% | 1.1% | 0.5% | 21.8% | -15.9% | -6.0% | Cc1ccc(S(=O)(=O)Nc2cccc(C(=O)NCCCN3CCCC3=O)c2)cc1F |
| -5.1% | -0.1% | -16.2% | -5.0% | 13.6% | -5.3% | 41.0%[activator] | -0.7% | -14.8% | O=C(CSCC(=O)NC1CC1)Nc1ccccc1 |
| ? | 1.3% | 15.6% | -8.9% | 34.7%[activator][57.1 µM] | 1.8% | 15.0% | -29.0% | -17.9% | CCOC(=O)c1cc(-c2ccccc2)nc2c1c(C)nn2-c1ccccn1 |
| 29.4% | -2.4% | 2.0% | 5.5% | 16.1%[57.1 µM] | -7.3% | 33.7% | -9.8% | 28.8% | CSc1nsc(SC)c1C(=O)N1CCN(S(=O)(=O)c2ccc(C)cc2)C1C(C)C (stereo unspecified) |
| -2.0% | -2.3% | -0.3% | 1.0% | -8.1% | -2.6% | 7.0% | -13.5% | -1.5% | Cc1nc2ncnn2c(C)c1CCC(=O)NCc1ccc2c(c1)OCO2 |
| 5.3% | -1.1% | 4.9% | -7.6% | 1.4% | -3.9% | 12.7% | -9.7% | -13.4% | O=C(CCN=C1NS(=O)(=O)c2ccccc21)OCc1nnc(-c2ccccc2)o1 |

Entries of single compounds from above.
CCCCN1CC(c2nc3ccccc3n2CCCCOc2ccccc2C)CC1=O (stereo unspecified) across the screens: RGS4 inhibitor: 12.4%; Pin1 inhibitor: -12.9%; GLS inhibitor: -13.8%; Tb PGK inh: -2.3%; TrxR1 inh: 9.2%; ERG-DNA inh: -1.7%; HP1b chromo inh: 34.2%; JMJD2A Tudor inh: -12.3%; 12-LOX inh: -24.0%
C=C1CCN([C@H](C(=O)O)C(C)C)S(=O)(=O)c2ccccc21 across the screens: RGS4 inhibitor: -4.6%; Pin1 inhibitor: -0.2%; GLS inhibitor: -4.1%; Tb PGK inh: -3.2%; TrxR1 inh: -11.6%[57.1 µM]; ERG-DNA inh: 2.5%; HP1b chromo inh: 1.7%; JMJD2A Tudor inh: -31.0%; 12-LOX inh: -1.2%

Screening data as filed in PubChem.
